Coupling enz = counter-screen for Giardia aldolase inhibitors: coupling enzyme system. coupling enzyme system counterscreen, AmpLite Red fluorescence. activity change, negative = inhibition, % at 58.2 µM, hits read low. hit rate 0.67% among 290,000; in the data active = activity change below about -30%; also: % is scaled to controls: 0 for no effect and ±100 for the full control effect
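Final compound at 57.5 uM, incubated 10 min at RT with coupling enzyme reagent (glyceraldehyde-3-phosphate), then 20 min with substrate and AmpLite Red detection. Fluorescence read at 525/598 nm; tests interference with the coupling assay, not aldolase inhibition.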
TRPV1 ag = activates the human vanilloid receptor TRPV1. TRPV1-expressing cells, Fluo-8 calcium influx, agonist mode. Q8NER1. hit rate 0.19% among 320,000. activation, % at 8.33 µM; in the data active = activation above about 80%; inconclusive = between about 30% and that limit; also: 0% is about no effect
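Cells expressing TRPV1 were dye-loaded with Fluo-8 and read kinetically: 10 s baseline, 3 min after compound (agonist portion), then 2 min after EC20 capsaicin (allosteric enhancer portion). Calcium-bound dye fluorescence at 480/520 nm.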
KCNH2 WT inh = inhibitors of human wildtype KCNH2 potassium channel; U2OS, BacMam KCNH2, thallium flux FluxOr; stronger effect = lower value; hit rate 0.37% among 340,000; AID 720551; Q12809; activity change, % at 1.84 µM;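 active = maximum activity change below -70%; inconclusive = maximum activity change between -70% and -50%; inactive = maximum activity change above -50%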; also: % is scaled to controls: 0 for no effect and ±100 for the full control effect
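U2OS cells were transduced with wild-type KCNH2 virus (2.03 x 10^8 / mL) for 4 h at room temperature, then cultured overnight at 37 C. Thallium flux was read with FluxOr dye. Rate constants were normalized to DMSO controls.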
PKM2 activator = PKM2 (human) enzyme activation. Potency, µM (series often up to 57.5 µM), without a hit: top-dose activation, actives largely listed as activators. P14618. purified PKM2, Kinase-Glo ATP luminescence, activation; response scale: 0% is enzyme alone, no compound. hit rate 0.34% among 260,000; also: potency is read from the fitted curve at half-maximal effect; % is scaled to controls: 0 for no effect and ±100 for the full control effect; nearly all actives have a fitted effect of over 55% in size
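hPK-M2, >95% pure; 0.1 mM ADP / 0.5 mM PEP final; imidazole pH7.2 buffer w/ 7 mM MgCl2, 50 mM KCl; 1 h RT; Kinase-Glo lum. Intermediate enzyme activity for dual inhibitor/activator qHTS.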
KCNH2 3.1 inh = blocks the human KCNH2 3.1 channel isoform; U2OS KCNH2 3.1, thallium flux FluxOr; stronger effect = lower value; activity change, % (tested at about 1.8 µM); hit rate 0.95% among 340,000; AID 720553;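 active = maximum activity change below -70%; inconclusive = maximum activity change from -70% to -50%; inactive = maximum activity change above -50%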;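 also: thallium influx rate constant from kinetic fluorescence after stimulation buffer; % is scaled to controls: 0 for no effect and ±100 for the full control effect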
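Kinetic fluorescence (2 min after stimulation buffer) measures Tl+ influx through KCNH2 3.1 expressed by viral transduction in U2OS cells; the rate constant is normalized against DMSO controls serving as positive and negative references.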
USP2a block = USP2a (human) protease inhibition. USP2 core, Ub-CHOP2 coupled fluorogenic reporter, 485/531. Potency, µM (titrated, usually from 38.3 µM), for the others: at the highest dose activity change, negative = inhibition, usual class: inhibitors. hit rate 0.01% among 330,000;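 also: potency is read from the fitted curve at half-maximal effect; plate controls were DMSO wells for no effect and full inhibition by NEM control for full effect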
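Deubiquitinase activity read as fluorescence (485/531 nm) after Ub-CHOP2 cleavage activates the enterokinase reporter on its substrate; USP2 core 10nM, Ub-CHOP2 and substrate 25nM each, 30min compound preincubation then 60min RT; data normalized to NEM, curves fitted.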
Menin-MLL TR inh = inhibitors of human menin-MLL interaction, mutant MLL peptide. AID 1768. O00255. hit rate 0.23% among 270,000. Menin + Texas Red MLL mutant peptide, fluorescence polarization. Potency, µM (series often up to 61.6 µM), for the others: at the top dose FP activity change, negative = inhibition, usual class: inhibitors; active = well fitted inhibition curve with a large enough effect in the polarisation, with a control signal flat, not every such curve was filed as active; inconclusive = small, poorly fitted or top-dose-only effect, or effect the other way, or a change in a side signal; inactive = no such curve, though single readings can be large or run the other way; the % refers to the polarisation; also: potency is read from the fitted curve at half-maximal effect; % of control where 0% means no effect; many of its hits are not listed in these tables
Target sequence (O00255 whole entry, looked up): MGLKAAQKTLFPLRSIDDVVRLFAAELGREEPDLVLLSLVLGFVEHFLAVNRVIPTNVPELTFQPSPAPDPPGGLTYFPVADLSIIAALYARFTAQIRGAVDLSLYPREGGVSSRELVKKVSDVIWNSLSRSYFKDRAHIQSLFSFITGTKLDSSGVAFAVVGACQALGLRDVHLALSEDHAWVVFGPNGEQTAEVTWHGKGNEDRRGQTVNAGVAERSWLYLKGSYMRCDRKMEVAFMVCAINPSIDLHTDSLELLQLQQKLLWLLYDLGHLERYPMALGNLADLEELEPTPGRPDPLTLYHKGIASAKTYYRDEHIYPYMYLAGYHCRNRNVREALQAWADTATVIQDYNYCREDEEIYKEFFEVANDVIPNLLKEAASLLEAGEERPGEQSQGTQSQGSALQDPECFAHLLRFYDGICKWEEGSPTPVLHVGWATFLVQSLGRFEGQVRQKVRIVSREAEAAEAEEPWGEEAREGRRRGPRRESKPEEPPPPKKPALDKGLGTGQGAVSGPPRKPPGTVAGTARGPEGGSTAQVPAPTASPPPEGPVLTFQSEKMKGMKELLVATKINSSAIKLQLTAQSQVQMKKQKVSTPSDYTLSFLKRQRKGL
GALK inh = inhibitors of human galactokinase | P51570 | Purified GALK, Kinase-Glo residual ATP luminescence | Potency, µM (highest dose often 57.5 µM), without a hit: at the top dose activity change, negative = inhibition, actives largely listed as inhibitors | hit rate 0.007% among 270,000 | AID 1868; also: potency is read from the fitted curve at half-maximal effect; % is scaled to controls: 0 for no effect and ±100 for the full control effect
Target sequence (P51570 whole entry, looked up): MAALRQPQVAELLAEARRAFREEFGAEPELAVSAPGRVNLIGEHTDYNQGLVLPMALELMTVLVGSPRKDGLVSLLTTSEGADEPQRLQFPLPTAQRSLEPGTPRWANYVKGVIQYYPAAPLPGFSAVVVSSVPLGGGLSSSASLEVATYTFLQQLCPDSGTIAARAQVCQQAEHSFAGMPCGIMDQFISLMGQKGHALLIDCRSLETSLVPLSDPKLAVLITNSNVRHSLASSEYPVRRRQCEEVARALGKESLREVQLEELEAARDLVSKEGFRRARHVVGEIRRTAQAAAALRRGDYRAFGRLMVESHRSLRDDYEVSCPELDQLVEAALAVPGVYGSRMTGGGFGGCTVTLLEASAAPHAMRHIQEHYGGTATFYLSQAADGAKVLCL
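GALK at 5 nM final was combined with compound, 35 uM ATP and 100 uM galactose in HEPES pH8.0 with MgCl2 and DTT. The reaction ran one hour at room temperature before luminescent ATP detection.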
B2AR arrestin = agonists driving beta-arrestin recruitment to human beta2-adrenergic receptor; P07550; beta-arrestin recruitment to beta2AR, cell-based reporter; Potency, µM (titrated, usually from 46.1 µM), without a hit: at the highest dose activation, most hits filed as activators; hit rate 0.02% among 330,000; AID 492947;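 also: potency is read from the fitted curve at half-maximal effect; 0% = DMSO controls and full agonism = EC100 isoproterenol or metaproterenol; nearly all actives have a fitted effect of over 65% in size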
Giardia killer = kills Giardia lamblia; hit rate 0.15% among 340,000; AID 540267; activity change, % at 7.66 µM, hits read low; Giardia lamblia trophozoite viability; in the data active = activity change below about -80%; inconclusive = between about -30% and that limit;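 also: parasites exposed to compound for two days anaerobically before the ATP read; % is scaled to controls: 0 for no effect and ±100 for the full control effect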
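Viability, read as ATP luminescence: trophozoites at 100 cells/well, compound added, 48 hrs anaerobic at 37 deg C, then 15-30 min room-temperature development before reading.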
CXXC DNA block = blocks binding of human MLL CXXC domain to DNA; Q03164; MLL-CXXC / FITC-HOXA9 DNA fluorescence polarization; Potency, µM (titrated, usually from 115 µM), for the others: top-dose activity change, negative = inhibition, actives largely listed as inhibitors; hit rate 0.037% among 290,000; active = well fitted inhibition curve with a large enough effect in the polarisation, with a control signal flat, not every such curve was filed as active; inconclusive = small, poorly fitted or top-dose-only effect, or effect the other way, or a change in a side signal; inactive = no such curve, though single readings can be large or run the other way; the % refers to the polarisation; also: potency is read from the fitted curve at half-maximal effect
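Purified MLL-CXXC (added from a 7 uM solution) was preincubated 5 min at ambient with pinned compounds in 50 mM Tris-HCl pH 7.5, 50 mM NaCl, 1 mM DTT, 0.05% BSA. Fluorescein-labeled HOX-A9 DNA (50 nM solution) followed, 30 min, then polarization read.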
The depositor's hits bear a star; ? = inconclusive; / = not tested or not shown; & = joins results of further samples; [ ] = remark or other dose. Unless noted, calls follow the shape of the dose curve; as a rule, active = well fitted curve in the direction sought with a large enough effect; inconclusive = small, poorly fitted or top-dose-only effect, or another doubt; inactive = no such curve, though single readings can be large; an effect the other way counts as inactive or inconclusive. This is a subset; rates above refer to the full screens.

SMILES	Coupling enz	TRPV1 ag	KCNH2 WT inh	PKM2 activator	KCNH2 3.1 inh	USP2a block	Menin-MLL TR inh	GALK inh	B2AR arrestin	Giardia killer	CXXC DNA block
CC(=O)c1cccc(NC(=O)C(C)OC(=O)c2ccc(Br)o2)c1 (stereo not given)	/	?	-4	/	0	2%	/	/	-0.1%	-9	/
CC1CCCCN1C(=O)CN1C(=O)CSc2ccc(S(=O)(=O)N3CCOCC3)cc21 (stereo not given)	-2	-3	1	/	1	0%	1%	4%	0.2%	-6	-3%
CCOC(=O)C1CCN(C(=O)c2cccc(S(=O)(=O)N3c4ccccc4CC3C)c2)CC1 (stereo not given)	/	10	3	/	5	4%	/	/	-0.3%	-3	/
O=C(OCC(=O)N1CCCC1)c1cnc(Cl)c(Cl)c1	/	/	0	/	21	1%	/	/	-0.7%	10	/
Cc1ccc2cc(CCNC(=O)c3ccc(S(=O)(=O)N4CCOCC4)cc3)c(=O)[nH]c2c1	/	1	2	-3%	-4	3%	/	-8%	-0.6%	-3	1%
COc1ccc(NC(=O)CCC(=O)Nc2nnc(CC(C)C)s2)cc1Cl	/	0	13	/	-5	0%	/	-6%	0.0%	35[activator]	6%
Fc1ccc(Nc2nc(-c3ccncc3)nc3ccccc23)cc1	1	-1	7	1%	-7	1%	5%	/	-0.2%	13	2%
Cc1ccc2c(=O)cc(C(=O)NC3CCS(=O)(=O)C3)oc2c1C (stereo not given)	0	0	3	6%[0.46 µM]	19	2%	1%	4%	0.1%	-3	-1%
Cc1cccc(OCCCCCNCCO)c1	3	-1	-12	-4%	9	3%	2%	2%	0.1%	14	-5%
CC(OC(=O)Cn1ccccc1=O)C(=O)Nc1cc(Cl)cc(Cl)c1 (stereo not given)	/	/	-3	/	-13	1%	/	/	0.2%	-5	/
CCCc1ncc(C(O)(c2ccccc2)c2ccc(C)cc2)n1C (stereo not given)	3	12	3	10%	4	0%	-5%	2%	-0.3%	-12	11%
Cc1ccc(-n2c(Cl)c(Cl)nc(Cl)c2=O)cc1	0	-1	3	-10%	-2	1%	-3%	-1%	?	-4	-2%
COC(=O)[C@H](C)[C@@H]1C[C@@]1(C)[C@@H](NC(=O)OCc1ccccc1)c1ccccc1	-1&0	24	5	3%&5%	2	-1%	?	/	-2.0%	6	0%
O=C(Cc1coc2ccc3ccccc3c12)N1CCc2ccccc21	2	3	2	-1%	-6	-4%	-28%	3%	-0.4%	-3	9%
COc1ccc(CNC(=O)CCc2ccc(S(=O)(=O)N3CCCCCC3)cc2)cc1	/	?	-1	/	18	1%	/	/	-0.1%	-8	/
O=C(Nc1ccc(C2CC2(Cl)Cl)cc1)c1ccccc1Br (stereo not given)	-26	2	0	-7%	-18	-2%	-7%	0%	-0.5%	8	?
COc1ccc(OC)c(CN2CCN(C(=O)c3cccc(S(=O)(=O)Nc4ccc(C)cc4)c3)CC2)c1	/	-4	27	/	0	0%	/	/	-3.1%	-19	/
O=C(Cn1cnc2c(oc3ccccc32)c1=O)NCC1CCCO1 (stereo not given)	-1	-1	7	1%	2	2%	/	-1%	0.1%	9	-2%
O=C(Cn1cc(C(F)(F)F)ccc1=O)N/N=C/c1ccc(Cl)c(Cl)c1	1	-1	20	12%	-18	2%	-1%	1%	-0.2%	-2	11%
COc1ccc(NC(=O)CC2Oc3ccc(C)cc3NC2=O)cc1 (stereo not given)	-1	2	18	3%	20	1%	10%	2%	-0.1%	-5	4%
Cc1cc(=O)oc2c(C)c(OCC(=O)N3CCN(c4cccc(Cl)c4)CC3)ccc12	4	5	5	0%	4	1%	-10%	6%	-0.7%	?	6%
Cc1cccc(-c2nnc(SCC(=O)N3c4ccccc4CCc4ccccc43)n2C)c1	5	-2	21	11%	-30	1%	-4%	1%	0.2%	-2	-4%
COC(=O)c1c(C)[nH]c(C(=O)CSc2nnnn2-c2ccccc2)c1C	7	28	-5	-2%	2	2%	5%	0%	-0.1%	-15	11%
Cc1ncccc1C(=O)N1CCCC(C(=O)c2ccc3c4c(cccc24)CC3)C1 (stereo not given)	-3	6	4	-4%	1	2%	?	12%	-0.8%	-8	4%
CC(=O)c1ccccc1NC(=O)COC(=O)Cc1cccc(C(F)(F)F)c1	/	?	4	/	-32	6%	/	/	-0.9%	-3	/
COc1ccc(OC)c(C(=O)C2COC(=O)C2)c1 (stereo not given)	1	-4	-3	-6%	4	1%	21%	0%	-0.5%	-6	-7%
Cc1ccc(N2OC3C(=O)NC(=O)C3C2c2ccco2)cc1 (stereo not given)	3	-3	-2	-9%	3	4%	-2%	-2%	-0.5%	26	-4%
Cc1ccc(CNC(=O)c2sc3ccc(S(=O)(=O)N4CCCCC4)cc3c2N)cc1	0	-8	/	-1%	/	-2%	-14%	0%	-0.1%	/	14%
COc1cccc(NC(=O)c2cccc(OC)c2OC)c1	0	3	3	-22%	3	2%	-26%	1%	-0.5%	0	1%
O=C(Nc1nnc(N2CCCCCC2)s1)c1cc(-c2ccc(Br)cc2)on1	4	-2	2	0%	2	2%	6%	-4%	0.1%	11	3%

SMILES	Coupling enz	TRPV1 ag	KCNH2 WT inh	PKM2 activator	KCNH2 3.1 inh	USP2a block	Menin-MLL TR inh	GALK inh	B2AR arrestin	Giardia killer	CXXC DNA block
Cc1ccc(C(=O)NC(C)c2ccccc2)cc1Br (stereo not given)	0	?	-6	-3%	-10	2%	5%	0%	-1.7%	3	0%
CCn1nc(NS(=O)(=O)c2ccccc2)c2cc3ccc(C)cc3nc21	/	3	3	/	11	2%	/	-8%	-0.3%	?	7%
CCOc1ccc(-c2nnc(Nc3ccc(OC)c(C(=O)N4CCCCC4)c3)c3ccccc23)cc1	0	-6	-27	10%	-4	2%	23%	-2%	-0.3%	3	13%
Cc1ccc(C)c(S(=O)(=O)Nc2ccc3[nH]c(=O)[nH]c3c2)c1	-2	-1	1	6%	-9	1%	?	2%	-0.1%	10	0%
CCCCn1c2ccccc2c2nnc(SCCN3CCCCC3)nc21	1	7	6	/	-1	2%	-8%	2%	-0.4%	-10	1%
CCc1ccc(Nc2n[n+](-c3ccccc3)c(-c3ccc(OCc4ccccc4)cc3)s2)cc1	-1	4	-9	0%	-11	-2%	-11%	/	-0.3%	-1	?
Cc1c(NC(=O)c2cc(=O)[nH]c(=O)[nH]2)c(=O)n(-c2ccccc2)n1C	-1	1	-2	-6%	-6	4%	-6%	0%	0.4%	8	-4%
COc1ccc(CCNC(=O)CSc2nc(O)cc(=O)[nH]2)cc1OC	2	0	-1	-1%	-80*	7%	/	0%	4.6%	28	4%
Cc1ccc(C(=O)C2CCN(C(=S)NCC3CCCO3)CC2)cc1 (stereo not given)	-2	4	1	1%	2	1%	7%	-2%	-1.2%	-10	-8%
CCN(C(=O)COC(=O)c1cccc(S(=O)(=O)NCc2ccccc2)c1)c1ccccc1	/	8	3	/	2	1%	/	/	-0.1%	-21	/
Cc1cc(C(=O)COC(=O)CC2Sc3ccccc3NC2=O)c(C)n1-c1ccc2c(c1)OCO2 (stereo not given)	-6	3	1	5%	-1	0%	11%	1%	3.8%	-11	12%
COC(=O)COc1ccc(/C=C2/SC(=O)N(CC(=O)N3CCCC3)C2=O)cc1Br	-1	2	9	-5%	2	3%	2%	-5%	0.5%	-2	-3%
O=C(NCC(c1ccc(F)cc1)N1CCOCC1)c1cccc(Br)c1 (stereo not given)	0	3	-2	3%	8	1%	-10%	2%	0.0%	30	11%
CC(C)(C)n1ncc2c(=O)n(Cc3c(F)cccc3Cl)cnc21	-2	22	-3	0%	26	-2%	0%	0%	-1.1%	4&5	-12%
Cc1cc(C(F)(F)F)c2c(n1)sc1c(O)cc(=O)[nH]c12	-2	1	-6	1%	-1	1%	2%	-2%	-0.2%	13	8%
O=S(=O)(c1ccc(Br)cc1)N1CCN=C1SCc1cccc(F)c1	/	0	-3	0%	-6	-7%	/	-5%	-0.5%	-1	-7%
Cc1ccc(S(=O)(=O)N2CCCC2CNC(=O)C(=O)Nc2ccccc2)cc1 (stereo not given)	/	-5	-4	/	2	-1%	/	/	-0.1%	2	/
Cc1cccc(C(=O)NC(NCCc2ccccc2)C(Cl)(Cl)Cl)c1 (stereo not given)	4	-1	6	-18%	?	-3%	30%	-1%	0.0%	-4	-1%
CC(=O)c1cccc(NC(=S)N2CCCC2)c1	0	6	2	3%	-13	0%	4%	-1%	0.5%	-28	5%
CCc1ccc(CN2CCCC(C(=O)Nc3ccccc3-c3ccc(OC)cc3)C2)o1 (stereo not given)	/	?	40	/	-41	4%	/	-1%	-0.2%	29	1%

Bioassay records deposited in PubChem by National Center for Advancing Translational Sciences (NCATS).
